Source: PubChem BioAssay
AmpC no deterg – inhibitors of E. coli AmpC beta-lactamase without detergent; P00811; AmpC nitrocefin hydrolysis, absorbance 480 nm, 0.0001% Triton; Potency, µM (titrated, usually from 57.1 µM), for inactives: top-dose activity change, negative = inhibition, actives largely listed as inhibitors; actives 0.52% (n = 330,000);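 also: potency is read from the fitted curve at half-maximal effect; plate controls were no compound for no effect and no enzyme for full effect; nearly all actives have a fitted effect of over 20% in size; some results filed as inactive show a strong effect at the top dose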
Target sequence (P00811 whole entry, looked up): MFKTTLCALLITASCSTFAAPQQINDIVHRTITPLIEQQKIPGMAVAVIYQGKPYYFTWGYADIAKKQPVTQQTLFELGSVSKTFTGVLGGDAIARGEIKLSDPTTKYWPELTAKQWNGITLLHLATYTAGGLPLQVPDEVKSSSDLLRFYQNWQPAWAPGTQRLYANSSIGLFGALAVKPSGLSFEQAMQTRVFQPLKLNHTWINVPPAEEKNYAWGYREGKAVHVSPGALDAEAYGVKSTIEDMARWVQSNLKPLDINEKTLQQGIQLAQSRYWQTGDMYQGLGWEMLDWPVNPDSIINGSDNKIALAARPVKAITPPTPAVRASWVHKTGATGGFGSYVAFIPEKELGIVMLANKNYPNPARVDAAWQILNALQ
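AmpC (5.3 nM in the dispensed reagent) in 20 mM phosphate pH 7.0 with 0.01% (detergent screen) or 0.0001% Triton X-100 was preincubated with compounds for 15 min at room temperature. Nitrocefin was then added from an 800 uM solution, and hydrolysis was followed at 480 nm.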
AmpC inh detg – blocks E. coli AmpC beta-lactamase in detergent assay. Potency, µM (top dose mostly 114 µM), for the others: top-dose activity change, negative = inhibition, actives largely listed as inhibitors. AID 485294. AmpC hydrolysis of nitrocefin, absorbance 480 nm, 0.01% Triton. actives 0.041% (n = 370,000);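 also: potency is read from the fitted curve at half-maximal effect; 0% = no-compound wells and -100% = no-enzyme wells; nearly all actives have a fitted effect of over 25% in size; some results filed as inactive show a strong effect at the top dose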
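20 mM phosphate pH 7.0 + 0.01% (detergent screen) or 0.0001% Triton X-100; 5.3 nM AmpC reagent; cpd preinc 15 min RT; nitrocefin (800 uM stock) to start; A480 q20 s × 4 min; Activity was normalised to no-enzyme and no-compound control wells.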
HCMV antiviral – inhibitors of human cytomegalovirus. HFF cells, HCMV-luciferase reporter, 72 h; active compounds read low. activity change, negative = inhibition, % at 57.5 µM. actives 4.5% (n = 410,000). AID 1259415; in the data active = activity change below about -60%; inconclusive = no clear call, values can overlap the other calls; inactive = above about -39%
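Two-dose cell screen: HFF monolayers treated with compounds and infected with luciferase-expressing HCMV at 1 PFU/cell, 72 h at 37C, then lysed for luciferase measurement.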
HCV inh – blocks hepatitis C virus; Huh7.5.1 HCVcc-Cre infection, luciferase reporter, 44 h; Potency, µM (top dose mostly 41.8 µM), inactives show at the top dose activity change, negative = inhibition, actives largely listed as inhibitors; actives 3.4% (n = 340,000); AID 651820; also: potency is read from the fitted curve at half-maximal effect
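Compounds are dispensed onto cells plated 4 h earlier at 1,000 per well, with HCVcc-Cre virus (about 0.5 moi) added next. Following 44 h of culture, luminescent signal is measured for 15 sec after 15 min with substrate at room temperature.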
AMA1-RON2 inh – AMA1-RON2 (P. falciparum) interaction inhibition. AlphaScreen AMA1-biotinylated RON2 peptide binding. Potency, µM (highest dose often 58.2 µM), for the others: top-dose activity change, negative = inhibition, usual class: inhibitors. actives 0.2% (n = 360,000). AID 720542;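 also: potency is read from the fitted curve at half-maximal effect; 0% = vehicle wells and -100% = peptide control; nearly all actives have a fitted effect of over 45% in size; some results filed as inactive show a strong effect at the top dose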
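AMA1 (3D7) with his tag at 25 nM final met compounds first, then biotinylated RON2 peptide at 25 nM; detection used donor plus acceptor beads, 10 µg/mL apiece, read by AlphaScreen after 30 min at room temperature.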
LmPK inh – inhibitors of Leishmania mexicana pyruvate kinase. Q27686. purified LmPK, Kinase-Glo ATP luminescence, 1 h. Potency, µM (series often up to 57.5 µM), inactives show top-dose activity change, negative = inhibition, hits mostly inhibitors. actives 0.37% (n = 290,000). AID 1721; also: potency is read from the fitted curve at half-maximal effect
Target sequence (Q27686 whole entry, looked up): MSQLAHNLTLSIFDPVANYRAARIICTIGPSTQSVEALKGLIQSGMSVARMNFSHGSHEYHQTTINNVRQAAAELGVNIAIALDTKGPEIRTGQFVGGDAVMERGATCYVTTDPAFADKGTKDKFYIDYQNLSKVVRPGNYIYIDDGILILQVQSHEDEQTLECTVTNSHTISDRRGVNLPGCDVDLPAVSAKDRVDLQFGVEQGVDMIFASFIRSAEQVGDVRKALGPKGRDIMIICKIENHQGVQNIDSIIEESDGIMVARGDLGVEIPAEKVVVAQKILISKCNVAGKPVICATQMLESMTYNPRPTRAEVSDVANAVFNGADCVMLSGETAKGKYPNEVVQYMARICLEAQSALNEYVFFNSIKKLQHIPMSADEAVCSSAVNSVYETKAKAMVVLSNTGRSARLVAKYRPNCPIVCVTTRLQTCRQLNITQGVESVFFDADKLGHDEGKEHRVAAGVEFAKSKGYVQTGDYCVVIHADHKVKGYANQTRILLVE
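0.1 nM LmPK, 0.5 mM PEP, 0.1 mM ADP; 50 mM imidazole pH 7.2, 7 mM MgCl2, 50 mM KCl; 1 h RT. Kinase-Glo luminescence readout, normalized to no-enzyme (full inhibition) and uninhibited wells.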
TbPYK inhibitor – blocks Trypanosoma brucei pyruvate kinase. Q57TT1. TbPYK enzyme, Kinase-Glo Plus ATP luminescence, 45 min. Potency, µM (top dose mostly 76.8 µM), inactives show top-dose activity, negative = inhibition, most hits filed as inhibitors. actives 0.12% (n = 410,000). AID 624173; also: potency is read from the fitted curve at half-maximal effect; nearly all actives have a fitted effect of over 50% in size
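Quantitative HTS: titrated library compounds versus trypanosomal pyruvate kinase in TEA buffer (pH 7.2) containing KCl, MgCl2, BSA and Tween-20. Reactions were initiated with ADP, 130 uM final. Kinase-Glo Plus luminescence was read after 45 min at RT.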
* = called active by the depositor; ? = inconclusive; . = no result given; [ ] = another dose, or the depositor's remark. Unless noted, calls follow the shape of the dose curve; as a rule, active = well fitted curve in the direction sought with a large enough effect; inconclusive = small, poorly fitted or top-dose-only effect, or another doubt; inactive = no such curve, though single readings can be large; an effect the other way counts as inactive or inconclusive. Unless noted, % is scaled to controls: 0 for no effect and ±100 for the full control effect.

SMILES	AmpC no deterg	AmpC inh detg	HCMV antiviral	HCV inh	AMA1-RON2 inh	LmPK inh	TbPYK inhibitor
O=[N+]([O-])c1cnc(Sc2ccncn2)s1	-13.2%	?	-99.3*	7.08µM*	33.5%[activator]	4.0%	-0.6%
COc1ccc(CCNC(=O)c2cc(-c3ccncc3)nc3c(Cl)cccc23)cc1OC	159.8%[activator]	-9.3%	-16.2	?	-3.3%	-1.1%	0.3%
Cc1ccccc1CSc1nnc(-c2ccccc2)c(=O)[nH]1	-30.1%	-8.6%	0.3	-1.6%	5.5%	-0.9%	0.3%
CC1CC(C)(C)N2C(=O)C(=C(C#N)C#N)c3cccc1c32 (stereo unspecified)	-16.7%	-0.9%	2.3	5.1%	-1.5%	-0.8%	-10.8%
CCN(CC)c1ccc(C(=O)N/N=C/c2ccc(N3CCOCC3)cc2)cc1	-33.4%	-0.2%	-18.7	1.2%	7.0%	4.9%	2.0%
CCOc1ccccc1CN1CCNC(=O)C1CC(=O)N(C)Cc1cnccn1 (stereo unspecified)	0.8%	?	-21.1	18.9%	5.4%	3.3%	-5.0%
O=C(COc1nsnc1N1CCOCC1)N1CCOCC1	-4.3%	-2.1%	40.7	10.6%	9.1%	-9.1%	6.6%
Cc1cc(=O)oc2cc(OC(C)C(=O)NC3CCN(Cc4ccccc4)CC3)ccc12 (stereo unspecified)	-4.1%	3.8%	-20.1	-11.7%	4.8%	-3.4%	-3.5%
O=C(CCN1C(=O)c2ccccc2C1=O)c1ccccc1	.	.	14.9	.	0.9%	.	1.0%
CCC(Oc1ccccc1)C(=O)OCC(=O)N(CC)c1c(N)n(Cc2ccccc2)c(=O)[nH]c1=O (stereo unspecified)	12.8%	0.0%	10.5	-7.2%	2.5%	.	3.0%
C[C@@H]1CN([C@H](C)CO)C(=O)c2cc(Br)cnc2O[C@@H]1CN(C)Cc1ccc(-c2ccccc2)cc1	.	.	-1.9	.	-5.8%	.	1.5%
CC(C)CNC(=O)CN(c1cccc(Cl)c1)S(C)(=O)=O	-35.0%	-2.9%	-28.0	6.2%	8.2%	-1.4%	-4.7%
CCC(=O)Nc1nnc(SCC(=O)Nc2ccc(F)cc2)s1	-43.4%	?	38.3	-20.8%	-11.8%	0.5%	5.7%
Cc1cc(C)c(C(=O)C(C)OC(=O)Cn2cnc3c2c(=O)n(C)c(=O)n3C)cc1C (stereo unspecified)	84.9%[activator]	0.0%	-4.7	12.2%	-3.9%	.	3.8%
CCC(Sc1nc(C)cc(C)n1)C(=O)Nc1cc(C)on1 (stereo unspecified)	-12.6%	-0.9%	?	-7.7%	8.6%	1.6%	-8.0%
CC1=NN(c2ccccc2)C(=O)/C1=C\c1sccc1C	-24.0%	2.3%	83.0	5.4%	?	6.8%	-4.2%
COc1ccc(CNC(=O)COC(=O)CCOc2ccc(C)cc2)cc1	-0.6%	0.0%	19.6	19.5%	0.5%	.	6.7%
CCn1nc(C)c(CNC(=O)CCc2nnc(-c3ccc(C(C)=O)s3)o2)c1C	24.9%	0.8%	-23.4	6.4%	22.6%	1.8%	-5.8%
CCCCNC(=O)c1ccc2c(=O)n(CCCOCC)c(=S)[nH]c2c1	-29.5%	?	-4.9	5.7%	17.7%	2.9%	.
Cc1cc2oc(=O)cc(CN(C)Cc3ccccc3Cl)c2cc1C	-20.7%	9.2%	-29.9	?	13.7%	-4.6%	-2.9%
Cc1cc(C(F)(F)F)nc(CCNCc2c(C(=O)N3CCCC3)nc3ccccn23)n1	48.6%	0.0%	22.3	-2.1%	15.3%	-0.4%	-11.2%
Cc1cc(C)cc(N(C(=O)c2csnn2)C(C(=O)NC2CCCC2)c2cccnc2)c1 (stereo unspecified)	6.8%	-9.7%	-17.2	5.3%	5.7%	4.0%	-0.5%
N#CCc1nc2n(n1)Cc1ccccc1-2	-18.0%	0.6%	30.2	7.3%	32.9%[activator]	-0.2%	8.7%
CCCCC(c1nnnn1CS(=O)(=O)c1ccc(C)cc1)N1CCN(C)CC1 (stereo unspecified)	106.7%[activator]	-2.7%	-20.2	-5.7%	18.2%	-1.6%	2.0%
CCc1ccccc1NC(=O)CSc1nnc2ccc3ccccc3n12	.	7.5%	?	.	.	.	-10.2%

Given bar-delimited: part of the list above
Compound | AmpC no deterg | AmpC inh detg | HCMV antiviral | HCV inh | AMA1-RON2 inh | LmPK inh | TbPYK inhibitor
CCC(Oc1ccccc1)C(=O)OCC(=O)N(CC)c1c(N)n(Cc2ccccc2)c(=O)[nH]c1=O (stereo unspecified) | 12.8% | 0.0% | 10.5 | -7.2% | 2.5% | . | 3.0%
C[C@@H]1CN([C@H](C)CO)C(=O)c2cc(Br)cnc2O[C@@H]1CN(C)Cc1ccc(-c2ccccc2)cc1 | . | . | -1.9 | . | -5.8% | . | 1.5%
CC(C)CNC(=O)CN(c1cccc(Cl)c1)S(C)(=O)=O | -35.0% | -2.9% | -28.0 | 6.2% | 8.2% | -1.4% | -4.7%
CCC(=O)Nc1nnc(SCC(=O)Nc2ccc(F)cc2)s1 | -43.4% | ? | 38.3 | -20.8% | -11.8% | 0.5% | 5.7%
Cc1cc(C)c(C(=O)C(C)OC(=O)Cn2cnc3c2c(=O)n(C)c(=O)n3C)cc1C (stereo unspecified) | 84.9%[activator] | 0.0% | -4.7 | 12.2% | -3.9% | . | 3.8%
CCC(Sc1nc(C)cc(C)n1)C(=O)Nc1cc(C)on1 (stereo unspecified) | -12.6% | -0.9% | ? | -7.7% | 8.6% | 1.6% | -8.0%
CC1=NN(c2ccccc2)C(=O)/C1=C\c1sccc1C | -24.0% | 2.3% | 83.0 | 5.4% | ? | 6.8% | -4.2%
COc1ccc(CNC(=O)COC(=O)CCOc2ccc(C)cc2)cc1 | -0.6% | 0.0% | 19.6 | 19.5% | 0.5% | . | 6.7%
CCn1nc(C)c(CNC(=O)CCc2nnc(-c3ccc(C(C)=O)s3)o2)c1C | 24.9% | 0.8% | -23.4 | 6.4% | 22.6% | 1.8% | -5.8%
CCCCNC(=O)c1ccc2c(=O)n(CCCOCC)c(=S)[nH]c2c1 | -29.5% | ? | -4.9 | 5.7% | 17.7% | 2.9% | .

The results go on:
SMILES	AmpC no deterg	AmpC inh detg	HCMV antiviral	HCV inh	AMA1-RON2 inh	LmPK inh	TbPYK inhibitor
O=C(Nc1nccs1)c1ccc(COc2ccc(F)cc2)o1	-25.9%	-17.2%	37.7	?	49.0%[activator]	3.8%	-1.7%
Nn1c(SCC(=O)NC2CCCCCC2)nnc1C(F)(F)F	-0.4%	.	-20.2	2.5%	0.2%	.	-3.2%
Cc1cc(NC(=O)Nc2ccc(Cl)cc2)n(-c2ccccc2)n1	-27.9%	1.7%	-27.7	?	7.7%	6.0%	-1.3%
CCOC(=O)c1c(C)[nH]c(C)c1C(=O)COC(=O)c1cccc(S(=O)(=O)N(CC)CC)c1	29.4%	?	-26.4	?	-2.7%	0.6%	-4.2%
CC(=O)Nc1cccc(-c2nn[nH]n2)c1	-9.9%	?	?	-12.8%	-18.5%	-0.5%	0.4%
Cc1oc2ncn(C)c(=O)c2c1C(=O)NCCCN1CCCC(C)C1 (stereo unspecified)	.	3.2%	5.6	.	.	.	-4.4%
CN(C)c1ccc(N/C=C/C(=O)c2ccco2)cc1	-8.5%	1.7%	50.5	-12.8%	-3.7%	7.08µM*	?
COc1cc(OC)c(NC(=O)C2CCCN(c3ncnc4c3nc3n4CCCCC3)C2)cc1Cl (stereo unspecified)	.	-7.9%	6.8	.	.	.	1.8%
O=C(NNC(=S)Nc1ccc(Cl)cc1Cl)c1ccncc1	-10.7%	?	-2.1	14.2%	26.2%	1.8%	-7.5%
O=C(Cc1ccc(S(=O)(=O)N2CCOCC2)s1)Nc1ccccc1N1CCOCC1	-5.0%	0.4%	-24.2	-15.4%	5.9%	-2.1%[11.5 µM]	-1.8%
CC(C)COCC(O)CC(Cc1ccccc1)C(=O)NN (stereo unspecified)	39.4%	-10.3%	14.0	13.3%	15.8%	-4.1%	1.1%
O=[N+]([O-])c1cc(S(=O)(=O)N2CCOCC2)ccc1N1CCNCC1	-12.0%	?	-14.6	-4.4%	10.4%	.	-1.5%
CC(=O)c1ccc(S(=O)(=O)NC2CCSc3ccccc32)cc1 (stereo unspecified)	-24.5%	4.0%	-9.1	0.2%	-0.5%	-0.7%	0.8%
O=C(Nc1ccc(F)cc1F)c1cc2nc3c(c(C(F)(F)F)n2n1)CCCC3	-42.3%	?	-32.4	-11.6%	-0.1%	-0.6%	-7.5%
CN(C)C(CNC(=O)c1cc(-c2ccco2)nc2ccccc12)c1ccccc1 (stereo unspecified)	-19.2%	.	18.3	-23.6%	?	.	-30.0%
COCCNc1ccc(-c2n[nH]c(=O)c3ccccc23)cc1[N+](=O)[O-]	-13.3%	2.2%	34.9	19.5%	13.3%	-4.4%	-0.4%
CC(C)c1c(O)nc(SCCOc2ccc(Cl)cc2)[nH]c1=O	-30.9%	1.5%	-1.7	-7.5%	9.1%	9.0%	1.1%
Cn1cc(C(=O)c2cccc(Cl)c2)cc1C#N	-16.6%	8.0%	-19.4	-5.5%	13.1%	4.7%	1.3%
Cc1ccc(C(C)NC(=S)NCc2ccc(F)cc2)cc1C (stereo unspecified)	-49.9%	?	-82.4*	?	23.0%	0.2%	-8.4%
CC(C)CCNC(=O)CCCn1c(=O)c2cccn2c2ccccc21	.	7.3%	-34.3	.	.	.	-3.2%
O=S(=O)(Nc1cc(S(=O)(=O)N2CCOCC2)ccc1N1CCOCC1)c1ccc2c(c1)OCCO2	21.5%	4.0%	-10.0	-10.2%	-10.0%	2.0%	2.1%
O=C(NCCSSCCNC(=O)c1ccccc1)c1ccccc1	.	.	-27.4	?	-13.5%	.	1.8%
COc1ccc(/C=C(\C#N)C(=O)c2cccn2C)cc1	-17.1%	2.2%	-2.3	11.9%	-8.3%	?	-11.5%
O=C(CCCN1C(=O)S/C(=C\c2ccccc2)C1=O)NNC(=O)c1ccccc1O	-25.2%	-2.6%	-82.7*	?	41.0%[activator]	-0.4%	1.5%
CCN1CCN(c2ncnc3c2cnn3-c2ccccc2)CC1	-1.6%	?	91.7	-24.7%	-2.7%	3.9%	0.2%
CC(NS(=O)(=O)c1ccc(CCC(=O)NCc2ccco2)cc1)c1ccccc1 (stereo unspecified)	-28.3%	-3.5%	?	7.9%	5.2%	-0.2%	0.9%
O=C(COCc1cc(-c2ccco2)on1)NC1CCCCC1	-8.6%	7.1%	0.0	1.8%	4.7%	-1.0%	0.0%
